PI4K2A block – PI4K2A (human) kinase inhibition; activity change, negative = inhibition, % at 76.9 µM; purified PI4K2A, ADP-Glo luminescence, 1 h; stronger effect = lower value; 420,000 compounds, 0.13% hits; Q9BTU6; in the data active means activity change below about -50%; inconclusive means mostly about -30% to -49%;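 further: -100% = wells without enzyme as full effect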
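In this quantitative HTS, ADP production by PI4K2A was quantified luminescently after 1 h at ambient temperature; 100 microM adenosine served as plate-quality control.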
Pin1 inhibitor – human Pin1 inhibition; Pin1 FP peptide displacement, HiFluor488, 10 min; AID 504891; Potency, µM (doses to about 115 µM), for inactives: at the highest dose activity, negative = inhibition, hits mostly inhibitors; Q13526; 390,000 compounds, 0.009% hits; active means well fitted inhibition curve with a large enough effect in the polarisation, with a control signal flat, not every such curve was filed as active; inconclusive means small, poorly fitted or top-dose-only effect, or effect the other way, or a change in a side signal; inactive means no such curve, though single readings can be large or run the other way; the % refers to the polarisation; further: potency means the concentration at half of the fitted maximal effect; on the % scale 0 is the no-effect control and ±100 the full control effect
USP1-UAF1 inh – inhibitors of human USP1/UAF1 deubiquitinase. recombinant USP1/UAF1, Ub-Rhodamine cleavage fluorescence. Potency, µM (top dose mostly 57.1 µM), without a hit: top-dose activity change, negative = inhibition, most hits filed as inhibitors. 390,000 compounds, 0.23% hits; further: potency means the concentration at half of the fitted maximal effect; on the % scale 0 is the no-effect control and ±100 the full control effect; nearly all actives have a fitted effect of over 60% in size; inactives centre near -12
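USP1/UAF1 complex (1 nM) preincubated 15 min at room temperature with compound, then Ub-Rho substrate (150 nM final) added. Kinetic fluorescence at 480/540 nm over 6 reads at 60 s intervals; 50 mM HEPES pH 7.8, 0.5 mM EDTA, 0.1 mg/ml BSA, 1 mM TCEP, 0.01% Tween-20.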
GLS inhibitor – inhibitors of human glutaminase (GLS). O94925. GLS enzymatic activity, qHTS titration. Potency, µM (doses to about 45.5 µM), inactives show at the highest dose activity change, negative = inhibition, hits mostly inhibitors. 410,000 compounds, 0.21% hits. AID 624170; further: potency means the concentration at half of the fitted maximal effect; on the % scale 0 is the no-effect control and ±100 the full control effect
Target sequence (O94925 whole entry, looked up): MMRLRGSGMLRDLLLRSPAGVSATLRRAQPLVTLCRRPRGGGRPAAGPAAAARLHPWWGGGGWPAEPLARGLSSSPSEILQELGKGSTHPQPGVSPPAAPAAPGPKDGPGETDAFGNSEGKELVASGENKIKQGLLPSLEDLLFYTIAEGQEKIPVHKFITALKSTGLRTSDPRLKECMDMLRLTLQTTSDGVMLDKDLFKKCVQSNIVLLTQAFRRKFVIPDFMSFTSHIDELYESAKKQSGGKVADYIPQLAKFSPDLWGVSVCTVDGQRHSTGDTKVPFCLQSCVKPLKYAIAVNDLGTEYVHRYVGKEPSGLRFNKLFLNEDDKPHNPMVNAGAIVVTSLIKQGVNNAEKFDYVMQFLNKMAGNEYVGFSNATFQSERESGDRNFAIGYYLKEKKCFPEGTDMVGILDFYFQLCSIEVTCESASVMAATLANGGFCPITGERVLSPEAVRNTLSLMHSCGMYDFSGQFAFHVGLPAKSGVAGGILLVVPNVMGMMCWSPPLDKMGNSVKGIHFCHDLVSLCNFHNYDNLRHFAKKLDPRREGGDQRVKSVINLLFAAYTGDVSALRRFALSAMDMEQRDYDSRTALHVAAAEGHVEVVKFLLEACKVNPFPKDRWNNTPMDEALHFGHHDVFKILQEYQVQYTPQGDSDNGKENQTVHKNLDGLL
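Enzyme dispensed in phosphate buffer (45 mM, pH 8.2, 0.02% Tween-20), compounds pinned in, then 1 mM L-glutamine solution and the glutamate oxidase–HRP–Amplex Red mix added; fluorescence read immediately and again after 30 min at room temperature.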
HP1b chromo inh – HP1-beta chromodomain-methylated histone interaction inhibition; Potency, µM (top dose mostly 114 µM), inactives show top-dose activity change, negative = inhibition, hits mostly inhibitors; AID 540317; AlphaScreen HP1-beta / biotin-H3K9me3 peptide binding; 390,000 compounds, 0.56% hits; P83916; further: potency means the concentration at half of the fitted maximal effect; nearly all actives have a fitted effect of over 70% in size; inactives centre near 23
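Compound inhibition of the preformed complex between 50 nM HP1-beta and 50 nM biotinylated H3K9me3 peptide was read by AlphaScreen. Buffer was PBS pH 7.4 with 0.01% Tween-20. Incubations ran 30 min at room temperature, with 10 ug/mL donor/acceptor beads.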
PGK inhibitor – blocks T. brucei phosphoglycerate kinase. AID 602233. 380,000 compounds, 0.043% hits. P07378. PGK/GAPDH coupled, Kinase-Glo luminescence, 60 min. Potency, µM (titrated, usually from 57.5 µM), for the others: at the top dose activity change, negative = inhibition, usual class: inhibitors; further: potency means the concentration at half of the fitted maximal effect; on the % scale 0 is the no-effect control and ±100 the full control effect; nearly all actives have a fitted effect of over 60% in size
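Recombinant glycosomal PGK reaction used 1,3-bisphosphoglycerate generated in-well by GAPDH (100nM final) in 100mM TEA pH 7.6, 5mM MgCl2, 0.01% Tween-20. After 60 minutes at room temperature, ATP was read by Kinase-Glo Plus luminescence end-point.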
TrxR1 inh – inhibitors of rat thioredoxin reductase 1 | Potency, µM (top dose mostly 114 µM), inactives show at the highest dose activity change, negative = inhibition, hits mostly inhibitors | O89049 | 390,000 compounds, 1% hits | recombinant rTrxR1, NADPH fluorescence consumption, selenite substrate; further: potency means the concentration at half of the fitted maximal effect; on the % scale 0 is the no-effect control and ±100 the full control effect; nearly all actives have a fitted effect of over 65% in size
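Rat TrxR1 (90 nM in the dispensed reagent) was pre-reduced with 400 uM NADPH for 5 min at room temperature, then incubated with compound for 15 min. After 400 uM selenite was added, NADPH fluorescence (Ex 340/Em 450 nm) was followed for 8 min.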
mIDH1 inhibitor – inhibitors of human mutant IDH1 R132H; Potency, µM (highest dose often 76.6 µM), inactives show at the highest dose activity change, negative = inhibition, most hits filed as inhibitors; O75874; 390,000 compounds, 0.093% hits; IDH1-R132H enzyme, NADPH consumption, diaphorase/resazurin fluorescence; further: potency means the concentration at half of the fitted maximal effect; on the % scale 0 is the no-effect control and ±100 the full control effect; nearly all actives have a fitted effect of over 65% in size
Target sequence (O75874 whole entry R132H, stated change not applied): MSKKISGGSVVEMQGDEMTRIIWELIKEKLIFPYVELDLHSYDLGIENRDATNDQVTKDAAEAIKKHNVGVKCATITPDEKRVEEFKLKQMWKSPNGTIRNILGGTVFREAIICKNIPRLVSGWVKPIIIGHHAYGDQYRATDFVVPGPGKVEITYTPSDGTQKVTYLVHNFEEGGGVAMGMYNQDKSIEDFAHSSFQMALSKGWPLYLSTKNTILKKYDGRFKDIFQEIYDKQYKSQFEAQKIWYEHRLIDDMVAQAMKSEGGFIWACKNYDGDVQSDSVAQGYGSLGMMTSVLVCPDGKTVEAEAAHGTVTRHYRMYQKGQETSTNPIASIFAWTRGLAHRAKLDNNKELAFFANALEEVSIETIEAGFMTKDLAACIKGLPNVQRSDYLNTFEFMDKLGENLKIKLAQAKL
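IDH1-R132H (0.5 ug/mL) preincubated 30 min with compound, then NADPH (0.016 mM) and alpha-KG (2 mM) added; 80 min at RT, pH 7.5. Remaining NADPH coupled via diaphorase/resazurin to fluorescence (540/590 nm); concentration-response curves normalized to no-enzyme control.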
TrxR1 substrate – is turned over as a substrate by rat TrxR1. O89049. Potency, µM (highest dose often 114 µM), for the others: at the highest dose activity change, negative = substrate turnover. purified TrxR1 substrate turnover, NADPH consumption readout. 390,000 compounds, 0.01% hits; further: potency means the concentration at half of the fitted maximal effect; on the % scale 0 is the no-effect control and ±100 the full control effect; nearly all actives have a fitted effect of over 50% in size
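Rat TrxR1, dispensed at 90 nM, was prereduced with 400 uM NADPH (final) for 5 min at ~22 deg C, then incubated with compound 15 min before 400 uM selenite. A first-read NADPH fluorescence drop versus no-compound background flagged substrates.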
An asterisk follows results filed as active; i = inactive; ? = inconclusive; · = not tested or not shown; [ ] = dose if it differs, or a comment. Unless noted, the call rests on the fitted dose curve; in most records, active means well fitted curve in the direction sought with a large enough effect; inconclusive means small, poorly fitted or top-dose-only effect, or another doubt; inactive means no such curve, though single readings can be large; an effect the other way counts as inactive or inconclusive.

SMILES	PI4K2A block	Pin1 inhibitor	USP1-UAF1 inh	GLS inhibitor	HP1b chromo inh	PGK inhibitor	TrxR1 inh	mIDH1 inhibitor	TrxR1 substrate
Nc1cnn(-c2ccccc2)c(=O)c1Cl	1	7%	-3%	4%	28%	3%	-9%	9%	3%[57.1 µM]
COC(=O)C1=C(c2cc3ccccc3s2)C[C@@H]2CC[C@H]1N2C(=O)NC1CCCCC1	-1	10%	-29%	-6%	51%[activator]	-3%	-1%	7%	-13%
NC(=O)Nc1ccc(C(=O)OCC(=O)Nc2ccc(Cl)cc2C(=O)c2ccccc2)cc1	-4	?	-12%	-3%	24%	-9%	-8%	-20%	-12%
CC(=NCc1cccnc1)c1c(O)n(Cc2ccccc2)c(=O)[nH]c1=O	0	-2%	-1%	-8%	28%	i	5%	5%	5%
O=P1(Oc2ccccc2)C[C@@H](O)[C@@H](O)[C@H](COCc2ccccc2)O1 (stereo partly drawn)	5	2%	-19%	-9%	42%[activator]	i	17%[57.1 µM]	-10%	-1%[57.1 µM]
CN1CCC(O)(c2ccccc2)C(C(=O)c2ccccc2)C1 (stereo not drawn)	10	-11%	-16%	-17%	54%	-8%	?	4%	8%[11.4 µM]
CCN(CC(=O)Nc1ccc(C#N)c(Cl)c1)CC(=O)NC1CCS(=O)(=O)C1 (stereo not drawn)	1	51%[activator]	-2%	1%	12%	0%	-9%	4%	-14%
CCn1c(O)c(C=Nc2ccc(N3CCOCC3)c(Br)c2)c(=O)n(CC)c1=S	3	16%	-11%	-3%	54%	1%	-3%[57.1 µM]	-3%	2%[57.1 µM]
Cc1cc2ccccc2n1CCNC(=O)COc1ccccc1	-4	?	4%	2%	?	-7%	-48%	-9%	1%[57.1 µM]
NC(=O)c1cccc(-c2cccc(OC(=O)NC3CCCCC3)c2)c1	3	-1%	-10%	-5%	43%[activator]	-4%	17%[57.1 µM]	9%	4%[57.1 µM]
COc1ccc(C2CC(=O)Oc3c2c(=O)oc2ccccc32)c(OC)c1OC (stereo not drawn)	5	-9%	-6%	0%	-13%	·	37%[11.4 µM]	·	10%[11.4 µM]
COc1ccc(C(=O)Nc2cc(Cl)ccc2C(=O)O)cc1	-4	12%	-18%	5%	14%	-12%	18%	22%	-4%
CC1=CC2OC3CC4OC(=O)C=CC=CC(C(C)O)OCC(O)C(C)CC(=O)OCC2(CC1O)C4(C)C31CO1 (stereo not drawn)	2	-3%	-11%	-8%	51%[activator]	1%	45µM*	0%	1%
O=C(CCN1CCOCC1)Nc1ccc(Br)cc1C(=O)c1ccccc1	0	-3%	-12%	8%	33%	-9%	?	-1%	3%
CC1=CC2/C=C(\C)CCC(O)C(O)/C=C/C(=O)C23C(=O)NC(CC(C)C)C3C1C (stereo not drawn)	-8	-4%	-23%	-2%	41%[activator]	-9%	16µM*	4%	12%[57.1 µM]
CSc1ccc(CN2CCN(c3ccccc3C)CC2)cc1	1	-7%	?	47%[activator]	-12%	6%	20%[57.1 µM]	6%	10%[57.1 µM]
O=C(c1ccc2c(c1)N(Cc1ccc(F)cc1)C(=O)c1ccccc1S2)N1CCC2(CC1)OCCO2	-3	14%	-35%	-2%	-8%	i	11%[57.1 µM]	-11%	-4%[57.1 µM]
CN1CCN(c2ccc(N)c(N3CCN(C)CC3)c2)CC1	-13	2%	-25%	1%	-8%	1%	3%[57.1 µM]	12%	7%[57.1 µM]
CC(C)n1c(=O)c(C=Nc2ccc(S(N)(=O)=O)cc2)c(O)n(Cc2ccco2)c1=O	-10	?	-13%	6%	2%	-2%	?	-4%	-9%
Cc1ncoc1C(=O)NCC1=C(c2ccc(S(C)(=O)=O)cc2)C[C@@H]2CC[C@H]1N2Cc1ccco1	0	·	-31%	-1%	·	-7%	·	5%	·
Cn1cc(C(O)CN2CCCCC2)c2ccccc21 (stereo not drawn)	-3	-4%	-13%	18%	10%	-3%	28%	-12%	-1%
CC1=CP(=O)(Oc2ccc([N+](=O)[O-])cc2)CC1 (stereo not drawn)	3	·	-5%	10%	·	-4%	·	-1%	·
O=c1c2ccccc2nc(/C=C/c2ccc3c(c2)OCO3)n1-c1ccccc1	6	2%	-4%	0%	42%	-4%	-10%	8%	-2%
O=c1cc(-c2ccc(O)cc2)oc2c(C3O[C@H](CO)[C@@H](O)[C@H](O)[C@H]3O)c(O)cc(O)c12 (stereo partly drawn)	-4	?	-25%	31%[activator]	38%	-6%	5%	8%	-9%
O=C1NC(=O)N(c2ccccc2F)C(=O)/C1=C/c1ccc(Sc2nc3ccccc3[nH]2)o1	?	?	-16%	?	?	?	?	?	2%

Arranged by count of non-hydrogen atoms (rising): some entries from above
SMILES	PI4K2A block	Pin1 inhibitor	USP1-UAF1 inh	GLS inhibitor	HP1b chromo inh	PGK inhibitor	TrxR1 inh	mIDH1 inhibitor	TrxR1 substrate
Cn1cc(C(O)CN2CCCCC2)c2ccccc21 (stereo not drawn)	-3	-4%	-13%	18%	10%	-3%	28%	-12%	-1%
CN1CCC(O)(c2ccccc2)C(C(=O)c2ccccc2)C1 (stereo not drawn)	10	-11%	-16%	-17%	54%	-8%	?	4%	8%[11.4 µM]
Cc1cc2ccccc2n1CCNC(=O)COc1ccccc1	-4	?	4%	2%	?	-7%	-48%	-9%	1%[57.1 µM]
O=P1(Oc2ccccc2)C[C@@H](O)[C@@H](O)[C@H](COCc2ccccc2)O1 (stereo partly drawn)	5	2%	-19%	-9%	42%[activator]	i	17%[57.1 µM]	-10%	-1%[57.1 µM]
CCN(CC(=O)Nc1ccc(C#N)c(Cl)c1)CC(=O)NC1CCS(=O)(=O)C1 (stereo not drawn)	1	51%[activator]	-2%	1%	12%	0%	-9%	4%	-14%
O=c1c2ccccc2nc(/C=C/c2ccc3c(c2)OCO3)n1-c1ccccc1	6	2%	-4%	0%	42%	-4%	-10%	8%	-2%
O=c1cc(-c2ccc(O)cc2)oc2c(C3O[C@H](CO)[C@@H](O)[C@H](O)[C@H]3O)c(O)cc(O)c12 (stereo partly drawn)	-4	?	-25%	31%[activator]	38%	-6%	5%	8%	-9%

Later entries
SMILES	PI4K2A block	Pin1 inhibitor	USP1-UAF1 inh	GLS inhibitor	HP1b chromo inh	PGK inhibitor	TrxR1 inh	mIDH1 inhibitor	TrxR1 substrate
O=C(Nc1ccc2nc(-c3cccs3)c(-c3cccs3)nc2c1)NC1CC1	4	15%	-6%	-7%	57%[activator]	0%	6%	0%	10%
CCC(=Nc1ccccc1NC(C)=O)c1c(O)n(C)c(=O)n(C)c1=O	1	-7%	-10%	-1%	12%	1%	-13%[57.1 µM]	7%	2%[57.1 µM]
CC(=NCCN1CCCCC1)c1c(O)[nH]c(=O)[nH]c1=O	0	-6%	-9%	-14%	24%	-2%	?	0%	-12%
O=C1NC(=S)NC(=O)C12C(c1ccc(F)cc1)NC(=S)NC2c1ccc(F)cc1 (stereo not drawn)	-15	0%	-15%	16%	25%	0%	?	-5%	13%[57.1 µM]
COc1ccc(C2SCC(=O)Nc3c2c(=O)[nH]n3C2CCCCCC2)cc1 (stereo not drawn)	0	2%	-14%	-17%	26%	i	?	0%	1%
CCC(C)N1C(=O)NC(=O)C2(Cc3c(ccc4ccccc34)N(C)C2)C1=O (stereo not drawn)	3	-3%	-16%	35%[activator]	-37%	-3%	-21%[57.1 µM]	5%	-9%[57.1 µM]
CC(C)=CCC12CN3CCN(CC(C3)C1=O)C2	3	-2%	-18%	-14%	18%	2%	-20%	1%	-6%
Cc1ccc(-c2cc(-c3ccc(C)cc3)[n+](C)o2)cc1	3	2%	-9%	8%	24%	2%	-4%	2%	37%[activator]
CCn1ccnc1CN1CCCC(C(=O)c2cc(F)ccc2OC)C1 (stereo not drawn)	5	-9%	-3%	5%	-11%	-3%	0%	-4%	-4%[0.0914 µM]
O=[N+]([O-])c1ccc(NCc2ccc(Cl)cc2)c2ccncc12	-3	-1%	?	-9%	32%	-9%	-12%	4%	-6%
c1coc(CN2Cc3ccccc3-n3nncc3C2)c1	-3	·	-10%	0%	·	4%	·	-2%	·
CCOC(=O)c1c(-n2c(C)cc(/C=C3\C(=O)NC(=O)N(C)C3=O)c2C)sc2c1CCCC2	-5	28%	-10%	0%	8%	-9%	-34%	?	-9%
C=C1C(=O)[C@@]23C[C@H]4[C@@H]5[C@@]6(C)CCC[C@@]57[C@@H]2[C@@H](O)[C@@H]1C[C@H]3[C@H]7N4C6	-3	0%	15%	8%	28%	10%	22µM*	-12%	1%

Bioassay records: PubChem BioAssay, National Center for Advancing Translational Sciences (NCATS)

The list is partial; the hit share may differ from the screen's.
